TDP2 inh – blocks human TDP2 phosphodiesterase activity. AID 720702. inhibition, % at 12.8 µM. recombinant TDP2, T5PNP hydrolysis, p-nitrophenol absorbance 415 nm. 370,000 compounds, 0.34% hits;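 active = inhibition above the mean of all tested compounds plus 3 SD, set per campaign, cut at about 25% in these data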;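 note: 0% = DMSO with enzyme and 100% = buffer with substrate but no TDP2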
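Evaluation: % inhibition relative to enzyme-containing and enzyme-free wells. Material: recombinant human TDP2. Benchmarks: enzyme-free and DMSO wells. Timing: enzyme reaction with compound for 2 h at 37 °C. Compound dosing: 12.8 µM only. Measured by: p-Nitrophenol epi absorbance. Reagent: T5PNP substrate at 5 mM, a TopII-DNA adduct mimic. Replication: single well per compound.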
HTRA1 inh – blocks human HTRA1 serine peptidase | 340,000 compounds, 0.5% hits | inhibition, % at 5.96 µM | Q92743 | recombinant HTRA1, FP-rhodamine activity-based probe, fluorescence polarization; in the data active = inhibition above about 36%;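 note: 0% = enzyme with DMSO and 100% = wells lacking enzyme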
mABHD4 FP – inhibits mouse alpha/beta hydrolase domain 4; Q8VD66; purified mABHD4, FP-Rh probe fluorescence polarization; inhibition, % at 8.92 µM; 370,000 compounds, 0.54% hits;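 active = inhibition exceeding the mean over every tested compound plus 3 SD, cut at about 30% in these data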;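 note: 0% = plate median of compound wells and 100% = S159A mutant with DMSO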
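Assay system: wild-type mouse ABHD4 protein; compound: single nominal dose of 8.92 µM, 0.89% DMSO final; schedule: 45 min + 60 min at 25 °C; measured by: FP readout, ex 525 nm / em 598 nm; evaluation: % inhibition of FP-Rh probe binding versus controls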
TCR CD3 inh – inhibitors of human TCR-CD3 interaction. TAMRA-labeled TCR probe fluorescence, biochemical. inhibition, % at 9.4 µM. 360,000 compounds, 0.37% hits. AID 651800; in the data active = inhibition above about 19%;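 note: recombinant mutant TCR 2C K166C tagged with TAMRA read by polarization; 0% = receptor in buffer alone and 100% = receptor with positive control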
rCAG RNA binder – r(CAG) repeat RNA binding. TO-PRO-1 dye displacement fluorescence. inhibition, % at 3 µM. 370,000 compounds, 1.3% hits. AID 651821;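 active = inhibition above the plate cutoff, the mean of all test compounds on that plate plus 3 SD, cut at about 35% in these data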;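 note: 0% = DMSO alone and 100% = 100 µM mitoxantrone as full dye displacement; higher means more dye released from RNA so lower well fluorescence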
MBD2 DNA inh – MBD2-methylated oligo binding inhibition. Q9UBB5. TR-FRET, MBD2 binding to methylated oligonucleotide. inhibition, % at 4.4 µM. 370,000 compounds, 0.31% hits. AID 686964; in the data active = inhibition above about 13%
Target sequence (Q9UBB5 whole entry, looked up): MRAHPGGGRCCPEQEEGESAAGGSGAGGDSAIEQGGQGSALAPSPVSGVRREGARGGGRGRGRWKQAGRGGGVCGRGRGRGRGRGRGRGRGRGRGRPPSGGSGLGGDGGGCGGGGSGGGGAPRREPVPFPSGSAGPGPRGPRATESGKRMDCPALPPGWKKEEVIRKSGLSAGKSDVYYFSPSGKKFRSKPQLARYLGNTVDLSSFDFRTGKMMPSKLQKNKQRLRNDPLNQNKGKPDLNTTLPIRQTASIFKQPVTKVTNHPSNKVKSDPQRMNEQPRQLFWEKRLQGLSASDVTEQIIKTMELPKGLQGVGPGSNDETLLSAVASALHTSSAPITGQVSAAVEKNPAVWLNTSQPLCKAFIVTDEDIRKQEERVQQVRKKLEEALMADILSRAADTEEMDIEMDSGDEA
PRMT1 inh – PRMT1 (human) inhibition, primary screen; inhibition, % at 2.79 µM; 370,000 compounds, 1.3% hits; recombinant PRMT1, activity-based probe fluorescence polarization;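 active = inhibition above about 21% made by adding two undisclosed values, limit read from the data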
GC-B act – GC-B (human) receptor activation | activation, % at 10 µM | AID 1920062 | HEK293-GC-B cells, CNP EC30, cGMP TR-FRET; 0% at EC30 CNP, 100% saturating CNP | P20594 | 370,000 compounds, 0.11% hits;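 active = activation at 10 µM reaching about 35% in either raw or pattern-adjusted values, limit read from the data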
LEDGF integ inh – blocks HIV-1 LEDGF/p75-dependent DNA integration | 370,000 compounds, 0.64% hits | inhibition, % at 3.7 µM | TR-FRET IN-LEDGF/p75 DNA integration, Eu/Cy5 | AID 743269;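 active = inhibition above the screen-wide mean plus 3 SD, cut at about 13% in these data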;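 note: signal is the Cy5 over europium emission ratio at 671 and 618 nm; 0% = plate median of compound wells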
SIAE primary – human SIAE inhibition, primary screen. Q9HAT2. SIAE FP-Rh probe binding, fluorescence polarization. inhibition, % at 9.66 µM. 370,000 compounds, 0.69% hits;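 active = inhibition above a cutoff: mean of compounds within the control limits plus 3 SD of those, cut at about 17% in these data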;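 note: 0% = plate median of compound wells and 100% = probe without SIAE protein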
Target sequence (Q9HAT2 whole entry, looked up): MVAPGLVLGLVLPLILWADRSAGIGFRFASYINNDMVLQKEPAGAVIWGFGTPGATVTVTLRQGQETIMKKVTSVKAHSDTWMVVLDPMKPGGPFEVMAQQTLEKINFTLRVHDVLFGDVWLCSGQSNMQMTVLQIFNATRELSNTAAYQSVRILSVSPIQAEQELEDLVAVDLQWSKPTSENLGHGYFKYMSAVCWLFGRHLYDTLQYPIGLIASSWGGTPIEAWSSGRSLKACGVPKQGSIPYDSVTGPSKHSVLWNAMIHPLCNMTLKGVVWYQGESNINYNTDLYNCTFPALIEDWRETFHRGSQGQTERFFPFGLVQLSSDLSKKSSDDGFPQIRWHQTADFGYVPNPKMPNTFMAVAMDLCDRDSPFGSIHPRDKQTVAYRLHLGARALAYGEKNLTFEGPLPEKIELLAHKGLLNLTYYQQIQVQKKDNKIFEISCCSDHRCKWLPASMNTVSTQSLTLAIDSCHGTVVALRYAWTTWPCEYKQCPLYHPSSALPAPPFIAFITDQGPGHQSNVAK
The depositor's hits bear a star; nt = no result given. A portion of the library; rates above refer to the full screens.

molecule | TDP2 inh | HTRA1 inh | mABHD4 FP | TCR CD3 inh | rCAG RNA binder | MBD2 DNA inh | PRMT1 inh | GC-B act | LEDGF integ inh | SIAE primary
COc1ccc(C2c3[nH]c4ccccc4c3CCN2Cc2ccoc2)c(F)c1 (stereo unspecified) | -2 | -42 | -3 | 1 | -1 | -1 | 3 | -4 | -4 | -3
C=CCCC(=O)N1C[C@H]2CON(C)[C@H]2C[C@H]1c1cccc(Nc2ccccc2)c1 | 8 | 2 | 1 | 6 | 1 | -1 | 1 | -3 | 3 | 9
O=C1ON=C(c2ccccc2)/C1=C/c1cccnc1 | 5 | 4 | 0 | 9 | 2 | -7 | -4 | 3 | 5 | 8
Cc1cc(=O)n2nc(N3CCCC3C(=O)NCc3ccccn3)sc2n1 (stereo unspecified) | 2 | -1 | 1 | 4 | 3 | 7 | 0 | -1 | 2 | 5
CS(=O)(=O)c1ccccc1-c1nnc(NC(=O)c2ccc(S(=O)(=O)N3CCCC3)cc2)o1 | -6 | 4 | 4 | 1 | 19 | 1 | 2 | 1 | -1 | 1
COC(=O)COc1ccc2c(-c3ccc(OC)cc3)cc(=O)oc2c1 | -2 | 0 | 6 | -5 | 2 | -2 | -2 | 22 | 3 | -6
Cc1cccc([C@@H]2[C@@H]3C(=O)N(Cc4ccccc4)C(=O)[C@@H]3[C@]3(CC(C)C)C(=O)N(c4cccc(F)c4)C(=O)N23)c1 | -3 | -25 | -14 | 1 | 5 | 1 | 3 | -22 | 2 | -7
Cc1cc2oc(C(=O)Nc3ccc(S(=O)(=O)Nc4nccs4)cc3)cc(=O)c2cc1Cl | 3 | -25 | -7 | -2 | 77* | 2 | 2 | 0 | 0 | -29
O=C(NC1CC1)c1ccc(-c2nc3ccccc3s2)s1 | -9 | -27 | 4 | 4 | 1 | -7 | 0 | 3 | 0 | -6
c1ccc(COn2c(-c3ccccc3)nc3c2CCc2nonc2-3)cc1 | -10 | -14 | -6 | 3 | -4 | 4 | -2 | 5 | 5 | 3
Cc1ccc2nc(-c3ccc(O)cc3)oc2c1 | -6 | -3 | -11 | -2 | 6 | 7 | -1 | -17 | -4 | -3
O=C(O)c1cccc(S(=O)(=O)NCc2cccs2)c1 | 9 | -1 | 5 | 2 | 1 | -4 | 0 | 1 | -1 | 3

A run of entries of the results above, as a working copy:
molecule | TDP2 inh | HTRA1 inh | mABHD4 FP | TCR CD3 inh | rCAG RNA binder | MBD2 DNA inh | PRMT1 inh | GC-B act | LEDGF integ inh | SIAE primary
O=C1ON=C(c2ccccc2)/C1=C/c1cccnc1 | 5 | 4 | 0 | 9 | 2 | -7 | -4 | 3 | 5 | 8
Cc1cc(=O)n2nc(N3CCCC3C(=O)NCc3ccccn3)sc2n1 (stereo unspecified) | 2 | -1 | 1 | 4 | 3 | 7 | 0 | -1 | 2 | 5
CS(=O)(=O)c1ccccc1-c1nnc(NC(=O)c2ccc(S(=O)(=O)N3CCCC3)cc2)o1 | -6 | 4 | 4 | 1 | 19 | 1 | 2 | 1 | -1 | 1
COC(=O)COc1ccc2c(-c3ccc(OC)cc3)cc(=O)oc2c1 | -2 | 0 | 6 | -5 | 2 | -2 | -2 | 22 | 3 | -6
Cc1cccc([C@@H]2[C@@H]3C(=O)N(Cc4ccccc4)C(=O)[C@@H]3[C@]3(CC(C)C)C(=O)N(c4cccc(F)c4)C(=O)N23)c1 | -3 | -25 | -14 | 1 | 5 | 1 | 3 | -22 | 2 | -7
Cc1cc2oc(C(=O)Nc3ccc(S(=O)(=O)Nc4nccs4)cc3)cc(=O)c2cc1Cl | 3 | -25 | -7 | -2 | 77* | 2 | 2 | 0 | 0 | -29
O=C(NC1CC1)c1ccc(-c2nc3ccccc3s2)s1 | -9 | -27 | 4 | 4 | 1 | -7 | 0 | 3 | 0 | -6
c1ccc(COn2c(-c3ccccc3)nc3c2CCc2nonc2-3)cc1 | -10 | -14 | -6 | 3 | -4 | 4 | -2 | 5 | 5 | 3
Cc1ccc2nc(-c3ccc(O)cc3)oc2c1 | -6 | -3 | -11 | -2 | 6 | 7 | -1 | -17 | -4 | -3
O=C(O)c1cccc(S(=O)(=O)NCc2cccs2)c1 | 9 | -1 | 5 | 2 | 1 | -4 | 0 | 1 | -1 | 3

Other compounds.
molecule | TDP2 inh | HTRA1 inh | mABHD4 FP | TCR CD3 inh | rCAG RNA binder | MBD2 DNA inh | PRMT1 inh | GC-B act | LEDGF integ inh | SIAE primary
CCC1(c2ccccc2)NC(=O)N(CC(=O)NNC(=O)COc2ccc(Cl)cc2C)C1=O (stereo unspecified) | -4 | -9 | -3 | 4 | 3 | 0 | -1 | 5 | 0 | -3
CCn1c(SCC(=O)Nc2ccc(N3CCOCC3)cc2)nnc1C1CC1 | 3 | -6 | 0 | 0 | -4 | -3 | -2 | -2 | 7 | 1
O=C(COc1ccccc1)N1CCN=C1SCc1cccnc1 | -13 | 0 | 3 | 4 | -1 | -5 | 7 | 12 | -6 | 7
O=C1C=C(c2cc(C(F)(F)F)cc(C(F)(F)F)c2)C[C@@H](c2ccc(Cl)cc2)C1 | -9 | -10 | 2 | -1 | 1 | 0 | 1 | 1 | 1 | 0
O=C(CN(C(=O)Cn1nnc(-c2ccc(F)cc2)n1)c1ccc(F)cc1)NC1CCCC1 | -13 | -2 | -3 | -2 | -7 | -8 | -3 | -7 | 2 | 4
CCCn1c(SCC(=O)Nc2ccc(OCC)cc2)nnc1C(C)C | -13 | 1 | 0 | 8 | -10 | 1 | -2 | 3 | -1 | -10
O=C(Cc1ccccc1)NCCc1cn2ccsc2n1 | -4 | -2 | -2 | 6 | 3 | -6 | -2 | -5 | 4 | 1
CC1=C(C(=O)N(C(C)C)C(C)C)CC(CC(=O)NC(c2ccccc2)c2ccccc2)C(=O)N1CCCN1CCCC1=O (stereo unspecified) | -4 | nt | 1 | -1 | 0 | -1 | 3 | -2 | -1 | -7
CCCN1C(=O)/C(=C\c2ccncc2)SC1=Nc1ccccc1 | 0 | -11 | -8 | -4 | -2 | 0 | 7 | -6 | 1 | -7
C[C@H]1C2CC(OC(=O)NCCCc3ccccc3)C(C2)[C@H]2CCCCN21 (stereo partly specified) | -3 | nt | 4 | nt | 1 | 2 | 3 | 3 | -3 | -1
Cc1ccc(OCc2nc(-c3ccc(-n4cccc4)cc3)no2)cc1C | 0 | 2 | 2 | -3 | 4 | 2 | -2 | -1 | -3 | 0
S=c1[nH]nc(COc2ccccc2)n1/N=C/c1ccc(Br)s1 | 5 | -14 | -11 | 12 | 44* | -6 | 26* | -4 | 4 | 8

Going on with the list:
molecule | TDP2 inh | HTRA1 inh | mABHD4 FP | TCR CD3 inh | rCAG RNA binder | MBD2 DNA inh | PRMT1 inh | GC-B act | LEDGF integ inh | SIAE primary
O=C(CCCCC(=O)NC1CCCC1)NC1CCCC1 | -5 | -2 | 7 | -5 | -3 | 1 | 1 | -3 | -2 | 3
CCOC(=O)C1(P(=O)(c2ccc(Cl)cc2)c2ccc(Cl)cc2)CCC1 | -4 | -2 | 3 | 1 | -2 | -3 | -2 | -31 | 0 | -5
COc1ccc(C(=O)NNC(=O)c2ccc(C(C)(C)C)cc2)cc1 | 10 | -2 | 3 | -4 | -2 | -2 | -1 | -3 | -3 | -3
CCN(CC(=O)Nc1c(F)cccc1F)C(=O)c1ccccc1F | -9 | 4 | 0 | 4 | 1 | -1 | 2 | 0 | -1 | -9
CCOc1ccc(C(=O)Nc2ccccc2CC)cc1[N+](=O)[O-] | -6 | 2 | -11 | -4 | -3 | 3 | 2 | 3 | 2 | -2
Cc1cc(C)c(-n2[nH]nnc2=S)c(C)c1 | 13 | 2 | 0 | 12 | 1 | 4 | 1 | 2 | -2 | 7
CC12CCC(C(=O)NCc3ccco3)(OC1=O)C2(C)C (stereo unspecified) | -14 | -6 | 6 | 4 | 0 | -6 | 3 | 1 | -3 | 1
Cc1nc(N)ncc1C(=O)Nc1ccccc1 | -1 | 0 | 2 | 5 | 0 | 0 | 1 | -5 | -5 | -3
CC1=CC=CC2=NC(=O)CC(C)(C(=O)O)N12 (stereo unspecified) | 3 | 2 | 1 | 2 | -1 | 5 | 0 | -1 | 2 | 3
CC(C)Cn1c(SCC(=O)O)nnc1-c1cccc(S(=O)(=O)N2CCOCC2)c1 | 2 | -10 | 10 | -5 | 3 | 5 | 1 | 2 | -4 | 0
C/C(CC(=O)Nc1cc(C)ccn1)=N\NC(=O)c1ccccc1C | 13 | 3 | 4 | -4 | 1 | -7 | -1 | -2 | -1 | -5
COC(=O)c1cc(-c2ccc(OC)c(OC)c2)c(=O)n2c1CCC2 | 8 | nt | -1 | nt | 6 | 4 | 4 | -2 | -1 | -9

Next entries
molecule | TDP2 inh | HTRA1 inh | mABHD4 FP | TCR CD3 inh | rCAG RNA binder | MBD2 DNA inh | PRMT1 inh | GC-B act | LEDGF integ inh | SIAE primary
Cc1c(NC(=O)c2nn(CC(C)C)c(=O)c3ccccc23)c(=O)n(-c2ccccc2)n1C | 5 | 0 | -3 | 8 | -5 | 3 | 0 | -3 | 1 | 6
O=C(COC(=O)CNC(=O)c1cccs1)Nc1ccccc1C(F)(F)F | -9 | 0 | -2 | 0 | -6 | -1 | -4 | 0 | 0 | 3
CCC(C)N1C(=S)SC(C)(C)C1N(O)C(=O)NC1CCCCC1 (stereo unspecified) | 2 | 1 | 0 | 1 | -6 | 0 | 2 | -7 | -3 | 0
Cc1ccc(C(=O)NCC(=O)OCC(=O)N(CC(C)C)c2c(N)n(Cc3ccccc3)c(=O)[nH]c2=O)cc1C | -12 | 2 | 2 | 3 | -2 | -1 | -2 | -2 | 0 | 0
Cn1cc([N+](=O)[O-])c(C(=O)NCc2ccccc2)n1 | 10 | 4 | -4 | 7 | 16 | 3 | 0 | 3 | 1 | -3
Cc1ccc(S(=O)(=O)Nc2c(C)nc3nc(C)[nH]n3c2=O)c(C)c1 | -4 | 0 | -5 | -10 | 3 | 0 | 4 | 7 | -4 | 8
CS(=O)(=O)c1ccc(Cl)c(NC(=O)CCCc2nc3ccccc3c(=O)[nH]2)c1 | -6 | 3 | 3 | -1 | -3 | -3 | 1 | 4 | -1 | 5
CCOc1ccc(CNC(=O)C2CCCN(S(=O)(=O)N3CC(C)CC(C)C3)C2)cc1OC (stereo unspecified) | 6 | 2 | -5 | -2 | -9 | 1 | -2 | 7 | 0 | 4
Cc1cccc(N2CCN(C(=O)c3ccc(CS(=O)Cc4cccc(Cl)c4)o3)CC2)c1C (stereo unspecified) | -3 | -19 | 2 | -2 | -1 | 0 | -2 | 5 | -1 | 4
O=C(Nc1ccc(Cl)c(Cl)c1)Nn1cnnc1 | 6 | 0 | -1 | 4 | 5 | 0 | -1 | 2 | -2 | -10
COc1ccc(C2=C(CC(=O)O)C(=O)CC2)cc1 | 2 | 1 | 2 | 9 | 2 | -1 | 0 | 2 | -1 | 12
CCOc1ncccc1C(=O)N(C)CC(=O)Nc1ccc(F)cc1 | 2 | -4 | 2 | 6 | 0 | 0 | 0 | -7 | -1 | -4
